Screens (PubChem)
Autofluor 339 – intrinsic fluorescence of library compounds, ex339/em460 – biochemical, MLSMR library, data from DPM-DC assay, artefact control, profiling panel; compound autofluorescence, ex339/em460 nm, NADH buffer; stronger effect = higher value; 1 = no-compound wells, NADH background; fluorescence fold increase at 10 µM; actives 5.5% (n = 65,000);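 active means at 10 µM, mean starting fluorescence two-fold or more over control wells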;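 further: signal is the first read of a kinetic run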
Ec RNAP inh – inhibitors of Escherichia coli RNA polymerase. P0A8V2. E. coli RNA polymerase, fluorescence transcription assay. inhibition, %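 (tested at 10 µM)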. actives 0.2% (n = 62,000); in the data active means inhibition above about 20%;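 further: 0% = enzyme without compound and 100% = no enzyme blank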
M1 antag – M1 muscarinic receptor (rat) antagonism; actives 3.4% (n = 64,000); CHO-M1 cells, Fluo-4 calcium, ACh EC80 antagonist mode; stronger effect = lower value; P08482; B-score at 10 µM;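 active means calcium fluorescence response, raw or row-and-column corrected B-score, differing from the plate sample mean either way at a set confidence level, mostly lower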
HTR1A agonist – activates the human 5-HT1a serotonin receptor; CHO 5-HT1a Ga15 NFAT-bla reporter, FRET ratio; 0% basal, 100% maximal reference agonist; actives 0.56% (n = 65,000); P08908; AID 567; activation, % at 10 µM;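 active means activation above the screen-wide mean activation plus 3 SD, cut at about 19% in these data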;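 further: 0% = DMSO wells and 100% = 5-CT at EC100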
Target sequence (P08908 whole entry, looked up): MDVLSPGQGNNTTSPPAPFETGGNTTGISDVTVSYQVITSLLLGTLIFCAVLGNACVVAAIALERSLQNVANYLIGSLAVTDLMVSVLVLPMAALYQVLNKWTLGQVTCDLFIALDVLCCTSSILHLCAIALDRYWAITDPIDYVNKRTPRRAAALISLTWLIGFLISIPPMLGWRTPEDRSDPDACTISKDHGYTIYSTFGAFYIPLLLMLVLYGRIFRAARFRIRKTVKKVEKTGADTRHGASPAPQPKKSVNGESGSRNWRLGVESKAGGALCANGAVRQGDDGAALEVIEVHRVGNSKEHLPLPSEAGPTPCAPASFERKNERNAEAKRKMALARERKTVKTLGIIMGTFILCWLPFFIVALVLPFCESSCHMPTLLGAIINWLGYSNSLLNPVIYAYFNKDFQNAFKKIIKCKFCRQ
Hsp90 inh – displaces geldanamycin probe from tumor Hsp90 | P07900 | NCI-N417 lysate Hsp90, Cy3B-geldanamycin FP displacement | inhibition, % at 30 µM | actives 0.35% (n = 64,000);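 active means inhibition above 50%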;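 further: 0% = tracer plus lysate wells and 100% = tracer alone without lysate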
HER2 expr 66K – Her2 kinase expression inhibition | P04626 | SKBR-3 HER2 protein level, AlphaScreen, 18-24 h; stronger effect = lower value | HER2 level % of control, % at 10 µM | actives 0.69% (n = 65,000);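 active means HER2 level under 5% of the carrier-only control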;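 further: 100% = DMSO carrier and 0% = 500 nM PU-H71 HSP90 inhibitor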
D1 allo mod – allosterically modulates the human D1 dopamine receptor | P21728 | HEK293 D1, CRE-luciferase, dopamine EC30 potentiation; actives deviate in either direction | B-score at 10 µM | actives 5.9% (n = 58,000) | AID 641;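 active means luminescence count or its row- and column-corrected plate score outside the 99.7% band of the plate's sample wells, on either side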
M1 agonist – agonists of M1 muscarinic receptor. CHO-M1 cells, Fluo-4 calcium fluorescence, agonist mode; stronger effect = higher value. actives 3% (n = 64,000). B-score at 10 µM;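 active means fluorescence rise, raw or as B-score row- and column-corrected plate score, outside the 99.7% band of its plate's samples, either direction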
NADH coupling – inhibitors of enzymes used to reach an NAD/NADH endpoint | coupled PK/LDH NADH assays, four targets | IC50, µM (series often up to 10 µM), for inactives: at the highest dose inhibition | actives 0.02% (n = 65,000);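 active means single-dose screening hits from any of four coupled enzyme assays that gave an IC50 when retested across doses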;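 further: the DPM-DC format reads NADH fluorescence rather than 340 nm absorbance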
* marks the source's active call; other numbers are inactive results; . = not tested or not shown.

SMILES	Autofluor 339	Ec RNAP inh	M1 antag	HTR1A agonist	Hsp90 inh	HER2 expr 66K	D1 allo mod	M1 agonist	NADH coupling
CCC(C)NC(=O)CCS(=O)(=O)c1ccc(Br)s1 (centres undefined)	1.1	7	-0.012	-0.8	4	83	-1.2	-0.12	5%
N#CC(C(N)=O)=C1CCC2(CC1)OCCCCO2	1.1	6	0.45	-2.5	0	94	-0.21	-0.19	5%
NC(=O)c1oc2ccccc2c1NC(=O)c1ccc(F)cc1	1.1	9	-0.039	-1.7	-2	64	4.5*	-0.17	10%
Cc1oc(C(=O)O)cc1COc1ccc2c(C)cc(=O)oc2c1	2.1*	4	0.077	-2.3	-6	99	0.039	0.11	5%
CC1(C)CC(=O)C(C=NCC2CCNCC2)=C(O)C1	1.1	1	0.95	0.0	-3	88	-0.83	-0.45	3%
CCOC(=O)N1CCN(c2ccc(Cl)c(Cl)c2)CC1	1.1	8	-0.52	-2.2	-1	99	0.14	0.74	0%
Cc1nnc(Sc2nc3c(c(=O)[nH]c(=O)n3C)n2CCc2ccccc2)s1	1.1	7	0.45	0.0	-2	93	.	0.28	5%
C=CCn1c(SCCCc2ccccc2)nc2c1c(=O)[nH]c(=O)n2C	1.1	5	-0.35	-0.4	-1	99	.	1.6	5%
CC(C)c1nc2oc3c(N4CCNCC4)ncnc3c2c2c1CCC2	2	3	-2.9*	1.1	1	26	-1.9	-1	6%
CN(C)CCNC(=O)c1ccc(CS(=O)(=O)c2ccc(Br)cc2)o1	1.2	-1	0.48	0.2	-3	90	-0.086	0.34	5%
CN1CCN(C(=O)CCC(=O)c2ccc(F)cc2)CC1	0.96	13	0.0024	-1.5	-5	52	0.71	0.76	6%
CCC(CC)C(=O)Nc1cccc(C(=O)NCc2ccco2)c1	1.1	-7	-0.036	0.0	-14	108	.	0.0028	3%
CC(NS(=O)(=O)c1ccccc1)C(c1cccs1)N1CCN(C)CC1 (centres undefined)	1.1	8	-0.3	0.7	-3	90	-0.85	-0.21	2%
O=C(NCC1CCCO1)C1CCN(c2ccc(S(=O)(=O)N3CCCC3)cc2)CC1 (centres undefined)	1	12	-0.42	2.3	-4	138	0.26	0.097	4%
O=C1CCC(=O)N1OCCCOc1ccc(Br)cc1Cl	1.1	2	0.31	-2.2	-3	66	2	-1	2%
CN(C)S(=O)(=O)c1cccc(C(=O)N2CCN(Cc3ccccc3)CC2)c1	1.1	2	0.077	0.3	-2	108	-0.94	0.24	4%
O=NC1=C(c2c(O)[nH]c3ccccc23)CCCC1	1.1	6	0.044	-2.5	1	129	-1.3	0.56	0%
CC(=O)Nc1cccc(-c2nnc3n2CC(C)S3)c1 (centres undefined)	1.1	12	0.89	2.5	-1	107	0.28	0.66	1%
COc1ccccc1N(CC(=O)Nc1ccc(F)c(F)c1)S(C)(=O)=O	1.1	1	-0.53	-2.2	-5	110	-0.95	0.71	1%
Cc1cc(S(=O)(=O)NCC(=O)O)ccc1F	1	14	0.24	-0.2	-9	99	.	5*	1%
COCCNC(=O)c1ccccc1-c1ccccc1C(=O)O	1.1	6	0.23	-3.9	-4	91	1.5	-0.48	2%
CCCC(=O)NCCSC	1.1	4	.	0.5	-2	111	-1.2	.	4%
Cn1c(NC(=O)c2cccnc2)nc2ccccc21	1.1	8	0.57	0.1	-2	54	-0.96	0.17	7%
COc1ccc(OC)c(C2C(C(=O)c3sc(C)nc3C)=C(O)C(=O)N2CCN2CCOCC2)c1 (centres undefined)	0.99	.	-0.036	-2.4	-1	128	.	0.068	6%
COc1cc(-c2nc(-c3cccc(C(F)(F)F)c3)no2)cc(OC)c1OC	1.1	5	0.074	6.0	-1	102	0.86	0.31	3%
(further entries)
SMILES	Autofluor 339	Ec RNAP inh	M1 antag	HTR1A agonist	Hsp90 inh	HER2 expr 66K	D1 allo mod	M1 agonist	NADH coupling
CCOC(=O)C(Cc1c[nH]c2ccccc12)NC(=O)CNC(C)=O (centres undefined)	1.1	14	0.78	-0.3	-3	95	-1.3	-0.36	8%
O=C(Cc1cccs1)Nc1cccc(C(=O)Nc2ccco2)c1	1.1	7	-0.43	-4.9	-13	75	0.058	5.5*	0%
CCOC(=O)C1CCN(C(=O)Nc2ccc(OC)c(OC)c2)CC1	1.2	0	0.45	-2.0	-2	93	-0.36	0.13	5%
Cc1ccc2cc(CN(CC3CCCO3)S(=O)(=O)c3ccc4c(c3)OCCO4)c(=O)[nH]c2c1C (centres undefined)	1.3	7	-0.0025	-0.8	1	71	1.6	-0.51	3%
Nc1nnc(-c2ccco2)s1	1	7	-0.36	-0.4	-2	100	0.75	0.16	4%
Cc1ccccc1NC(=O)C1CCN(c2cnccn2)CC1	1.3	6	-0.21	0.3	-2	87	-0.052	-0.061	4%
COc1ccc(Cc2nnc(SCc3c(C)noc3C)n2C2CCCCC2)cc1OC	1.1	6	0.2	-2.1	-4	97	0.12	0.63	4%
COc1ccc(OC)c(NC2=NC3(CCCCC3)N=C(N)N2)c1	1.1	4	-0.49	-0.8	9	71	-5.2*	0.035	13%
CCOc1cc(S(=O)(=O)n2cc(-c3ccc(F)cc3)c(N)n2)cc(OCC)c1OCC	1.1	11	-0.4	1.2	0	80	-0.42	1.5	5%
CNC(=O)CN1C(=O)C2C3C=CC(C3)C2C1=O (centres undefined)	1.1	2	-1	-2.7	0	85	0.54	-0.57	6%
CCCCC(=O)NC(Nc1cc(C)ccn1)(C(=O)OCC)C(F)(F)F (centres undefined)	1.1	3	0.41	-3.0	-5	83	0.32	1.2	6%
Cn1c2ccccc2c2nnc(SCN3C(=O)c4ccccc4C3=O)nc21	1.1	9	0.16	0.9	-2	67	1.5	0.13	4%
CC(=O)Oc1cccc(N2C(=O)C3C4C=CC(C4=C(C)C)C3C2=O)c1 (centres undefined)	1.1	2	-0.59	-0.7	-2	104	0.59	0.17	0%
CCOc1ccc(-c2nnn(CC(=O)N3CCN(c4ccc(OC)cc4)CC3)n2)cc1OCC	1.1	-6	0.0022	-0.9	2	96	3.8*	0.42	2%
CCn1c(Sc2ccc(N)cc2Cl)nc2ccccc21	1.1	7	-0.35	-1.6	3	121	.	-0.99	0%
CC(C)CCn1c(=S)[nH]c2ncccc2c1=O	1	9	0.26	-0.8	3	85	.	0.85	3%
Cc1ccc(S(=O)(=O)N(C)CC(=O)OCc2nnc(-c3ccccc3)o2)cc1	1.1	2	-0.043	0.6	0	93	0.53	1.3	6%
CCOCCn1c(N2CCN(c3ccccc3)CC2)nc2c1c(=O)n(C)c(=O)n2C	1.1	6	-0.23	1.5	.	87	0.023	2.1	4%
CCSc1ccccc1C(=O)NCc1ccc2c(c1)OCO2	1.1	8	0.7	-2.0	-1	107	.	-0.64	3%
Cc1cc(C)nc(N2CCCC(C(=O)NC3CCCC3)C2)n1 (centres undefined)	1.5	7	-0.11	1.3	2	62	0.38	-0.65	5%
CCOC(=O)c1cnc(SCc2nc(N)nc(Nc3ccccc3)n2)nc1N	1.1	8	-0.12	2.7	-1	114	0.018	0.16	12%
C(=N\n1cnnc1)/c1ccc2c(c1)OCCO2	1.2	1	-0.71	0.0	.	51	-0.74	-0.47	5%
Cc1nc(Sc2cccn2C)c(C(F)(F)F)c(=O)[nH]1	1	5	-0.17	-0.7	-5	70	.	-0.7	1%
CCCC(=O)c1cc(F)c(N2CCN(C(=O)OCC)CC2)cc1C	1.1	3	0.029	-1.3	0	95	0.3	0.029	1%
COc1ccc(-c2nc3ccccc3s2)cc1O	1.7	12	1.3	-1.1	-3	73	.	-0.0032	6%
